# ATG4B inhibitor – ATG4B protease inhibitors, primary screen, biochemical, fluorescence, uHTS; Cysteine protease ATG4B (Homo sapiens), Q9Y4P1; ATG4B cleavage of LC3-PLA2, NBD-HPC fluorescence, 1 h; inhibition, % at 8.33 µM; 340,000 compounds, 0.51% hits; AID 504462, 2011; in the data active means inhibition above about 40%
# APJ antagonist – antagonists of human apelin receptor APJ, primary screen, CHO-K1 cells, beta-arrestin complementation, luminescence. P35414. inhibition, % at 20 µM. 330,000 compounds, 0.32% hits. AID 2521, 2010;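 active means inhibition above about 40% at 20 µM, limit read from the data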;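 further: cells challenged with 10 nM apelin-13 agonist together with compound; plate controls were apelin-13 plus DMSO wells for no effect and DMSO wells lacking apelin-13 for full effect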
# Target sequence (P35414 whole entry, looked up): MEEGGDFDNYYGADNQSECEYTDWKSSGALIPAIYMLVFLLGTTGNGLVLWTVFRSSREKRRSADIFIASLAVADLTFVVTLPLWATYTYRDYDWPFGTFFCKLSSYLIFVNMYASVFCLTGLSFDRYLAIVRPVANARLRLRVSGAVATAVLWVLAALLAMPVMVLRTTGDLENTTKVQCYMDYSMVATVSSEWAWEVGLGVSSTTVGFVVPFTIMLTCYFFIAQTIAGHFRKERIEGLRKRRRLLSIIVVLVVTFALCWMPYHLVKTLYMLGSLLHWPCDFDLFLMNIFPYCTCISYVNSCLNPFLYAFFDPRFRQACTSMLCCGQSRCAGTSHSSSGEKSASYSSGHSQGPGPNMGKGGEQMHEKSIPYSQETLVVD
# Gli-Sufu antag – Gli-Sufu pathway antagonists, primary screen, luciferase luminescence, Sufu-KO-LIGHT cells, uHTS; inhibition, % at 5 µM; Sufu-KO-LIGHT fibroblasts, Gli luciferase reporter luminescence; 340,000 compounds, 0.74% hits;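 active means inhibition above about 55%, limit read from the data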;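 further: 0% = DMSO-treated cells and 100% = wells with medium but no cells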
# UBC13 polyUb – UBC13 polyubiquitin chain formation inhibitors, primary screen, biochemical, TR-FRET, uHTS; Ubiquitin-conjugating enzyme E2 N (Homo sapiens), P61088; inhibition, % at 20 µM; 330,000 compounds, 0.47% hits; AID 485273, 2010; in the data active means inhibition above about 45%, passing the limit was not always enough
# Target sequence (P61088 whole entry, looked up): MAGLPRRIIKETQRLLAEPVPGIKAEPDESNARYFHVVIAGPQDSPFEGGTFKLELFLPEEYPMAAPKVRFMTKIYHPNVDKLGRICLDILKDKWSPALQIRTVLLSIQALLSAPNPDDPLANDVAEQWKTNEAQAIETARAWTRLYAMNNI
# CCR6 antagonist – CCR6 receptor antagonists, primary screen, cell-based, CHO-K1, luminescence, beta-arrestin, uHTS | CHO-K1 CCR6 PathHunter beta-arrestin, CCL20-stimulated | inhibition, % at 20 µM | 340,000 compounds, 0.49% hits | AID 493098, 2011;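 active means compounds whose inhibition of the agonist-driven luminescence signal at 20 µM reaches about 50%, limit read from the data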;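 further: cells stimulated with CCL20 at 14 nM final; plate controls were DMSO with CCL20 for no effect and DMSO without agonist for full effect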
# CXCR6 block – CXCR6 receptor inhibitors, primary screen, cell-based, beta-arrestin, luminescence, CHO-K1 PathHunter, 1536-well; C-X-C chemokine receptor type 6 (Homo sapiens), O00574; inhibition, % at 20 µM; 360,000 compounds, 0.36% hits; AID 602244, 2012; in the data active means inhibition above about 34%, passing the limit was not always enough;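 further: antagonist mode with CXCL16 agonist at 10 nM final; 0% = 10 nM CXCL16 with DMSO and 100% = unstimulated wells without agonist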
# EBI2 antag – EBI2 receptor antagonists, beta-arrestin recruitment, primary screen, cell-based, luminescence, 7a,25-OHC stimulation, uHTS; 360,000 compounds, 0.81% hits; 7a,25-OHC stimulated; inhibition, % at 5 µM; in the data active means inhibition above about 38%;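 further: enzyme fragment complementation signal reports receptor beta-arrestin coupling in cells; 0% = agonist plus DMSO wells and 100% = wells without agonist; some results beyond the cut were filed as inactive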
# Target sequence (P32249 whole entry, looked up, the tested form may be a part): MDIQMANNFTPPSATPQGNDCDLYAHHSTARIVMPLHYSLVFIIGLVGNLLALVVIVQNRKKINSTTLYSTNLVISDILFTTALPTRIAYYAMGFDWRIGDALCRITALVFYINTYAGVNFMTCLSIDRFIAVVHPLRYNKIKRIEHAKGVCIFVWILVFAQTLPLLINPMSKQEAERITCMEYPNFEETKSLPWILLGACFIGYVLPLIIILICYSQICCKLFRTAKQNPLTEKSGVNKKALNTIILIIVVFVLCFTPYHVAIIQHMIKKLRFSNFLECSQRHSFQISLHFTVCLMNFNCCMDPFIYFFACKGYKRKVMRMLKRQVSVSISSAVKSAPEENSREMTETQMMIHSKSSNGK
# APJ ag – agonists of human apelin receptor APJ, primary screen, CHO-K1 cells, PathHunter beta-arrestin, luminescence; P35414; activation, % at 20 µM; 330,000 compounds, 0.11% hits; 0% DMSO wells, 100% apelin;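 active means activation more than six SD over the plate average, tested at 20 µM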;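 further: 0% = DMSO alone and 100% = apelin-13 at 10 nM; some results filed as inactive read as strong as hits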
#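 Test system: CHO-K1 APJ beta-arrestin complementation cell line | Compound: Single test compound dose, 20 µM final, 1% DMSO | Incubation: Compound 90 min 25 °C, reagent 1 h | Measured by: beta-gal luminescence | Read-out basis: APJ–arrestin association signal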
# An asterisk follows results filed as active; . = not tested or not shown.
SMILES,ATG4B inhibitor,APJ antagonist,Gli-Sufu antag,UBC13 polyUb,CCR6 antagonist,CXCR6 block,EBI2 antag,APJ ag
CCOC(=O)Cc1nnc(Nc2cccc(O)c2)c2ccccc12,-10,4,5,-11,-9,-4,-4,-2
c1cncc(-c2nc(N3CCCCCC3)c3ccccc3n2)c1,-4,12,20,11,15,-1,16,-5
CCOC(=O)N1CCC(NC(=O)c2ccc3c(c2)N(C)CCS3)CC1,4,16,-4,31,-4,-3,0,-2
NC(=O)c1sc2cc(C(F)(F)F)cnc2c1-c1cccs1,0,9,-4,2,-32,8,-5,1
CC(=O)Oc1ccc2nc(-c3cccs3)oc(=O)c2c1,3,6,9,12,5,2,4,1
CNC(=O)COc1coc(CN2CCN(c3ccc(OC)cc3)CC2)cc1=O,7,-21,-2,-8,-7,-1,15,-1
CN(CC(=O)O)S(=O)(=O)c1ccc(F)cc1,9,19,.,6,-1,2,-8,-1
Cc1nnc(SC(C)C(=O)Nc2c(C)n(C)n(-c3ccccc3)c2=O)n1N (centres undefined),-6,1,4,-4,3,0,0,-2
Cc1cccc(NC(=O)Cn2c(=O)n3nc(CCn4nc(C)cc4C)nc3c3ccccc32)c1,-11,2,-7,10,-11,-3,-3,-3
O=C(NCc1cccs1)c1nc(-c2cccs2)no1,2,1,-40,3,-9,-8,15,-4
Cc1ccc2nc(N3C(=O)C(O)=C(C(=O)c4ccco4)C3c3cccs3)sc2c1 (centres undefined),10,27,-58,-13,8,-3,6,-2
O=C(COC(=O)C1CC2CCCC(C1)C2=O)NC(=O)c1ccc(OC(F)F)cc1 (centres undefined),5,-15,-9,-5,7,-2,-2,-7
O=C(O)C(F)(F)S(=O)(=O)O,-13,3,1,3,-6,-5,4,-3
CCOC(=O)CSc1nc2cc(C(=O)OC)ccc2c(=O)n1CCN1CCOCC1,-5,7,-4,-4,13,2,0,-2
O=C(NCc1ccccn1)c1cc(-c2ccccc2)nc2ccccc12,2,7,8,-10,9,-4,-10,2
COc1ccc(C(=O)NCC(=O)OCC(=O)c2ccc3c(c2)OCCO3)cc1,-3,-15,2,5,-5,3,3,-4
CCOc1ccc2nc(SCC3CC3(Cl)Cl)[nH]c2c1 (centres undefined),-2,0,-18,-1,10,-5,17,0
COc1ccc(C(=O)NC2CC2)cc1OC1CCN(Cc2ccc(F)cc2)CC1,4,10,19,-5,22,6,6,-2
COc1ccc(-c2cn3cccnc3n2)cc1NS(=O)(=O)c1ccccc1,-5,-11,8,11,6,7,6,-3
Oc1cc(CNCc2ccccc2)c(O)cc1CNCc1ccccc1,7,.,2,.,0,-1,-7,.
Cc1cc(C(=O)Nc2ccc(F)c(Cl)c2)on1,-2,8,25,-3,-2,10,-15,-2
O=C(c1cccc(Br)c1)c1coc2ccc(O)cc12,5,-6,-5,18,-1,-7,0,-6
Cc1ccc(C)c(N2CCN(C(=O)C3CCC3)CC2)c1,2,12,4,-3,12,5,-8,0
Cc1cccc(Nc2c(O)nc[nH]c2=O)c1,-7,.,7,.,7,0,-1,.
Cc1cccc(Oc2ccccc2NC(=O)CN2C(=O)NC3(CCCC3)C2=O)c1,-1,17,-8,0,4,2,-1,7
COc1ccc(NC(=S)NCCCCCC(=O)C[N+](=O)[O-])cc1,5,0,-3,-2,6,5,6,-4
Cc1ccc(-c2noc(CCC(=O)N3CCN(c4cc(C)ccc4C)CC3)n2)cc1,-9,.,1,.,16,-3,-12,.
COc1ccc(OC)c(NC(=S)NCCSc2ccc(C)cc2)c1,-13,-1,-1,7,9,-1,-12,1
O=C(CN(Cc1ccccc1Cl)C(=O)CNS(=O)(=O)c1ccc(F)cc1)NCC1CCCO1 (centres undefined),-4,0,15,-2,13,-6,-9,-5
COc1ccc(C(=O)Nc2ccc(Cn3ccnc3)cc2)cc1OC,-6,21,-2,5,-4,2,-10,-3
O=C1c2cc([N+](=O)[O-])cc3cc([N+](=O)[O-])cc(c23)C(=O)N1c1ccccn1,12,.,8,.,25,13,4,.
Cn1cccc1Cc1nnc(SCC(=O)Nc2nccs2)n1CCc1ccccc1,8,4,3,9,5,8,-5,-4
COc1cc2c(cc1O)[C@@H]1Cc3cc(OC)c(OC)cc3C(C2)N1C,-11,-67,3,-4,-2,-3,-2,7
CCCCOc1ccc(/C=N/Nc2cc(N3CCOCC3)nc(C)n2)cc1,1,-6,22,2,-20,-16,12,1
CN(c1ccccc1)S(=O)(=O)c1ccc(NC(=O)COc2ccccc2)cc1,-4,-18,-12,0,10,3,15,7
CC(OC(=O)CCC(=O)c1cccs1)C(=O)Nc1ccc(Cl)cn1 (centres undefined),-8,-3,7,8,9,-4,-6,-1
COc1ccc([N+](=O)[O-])cc1NC(=O)CC(C)c1ccccc1 (centres undefined),-16,15,6,-8,7,4,11,0
COc1ccc(CN2CCNC(=O)C2CC(=O)NC2CCC2)c(OC)c1 (centres undefined),-1,-3,7,4,6,8,-14,8
CC(C)(C)n1nnnc1C(c1cccc(C#N)c1)N1CCN2CCCC2C1 (centres undefined),-1,1,6,-3,-5,4,-12,-4
CCO[C@@H]1OC(C(=O)N2CCN(Cc3ccccc3)CC2)=C[C@H](c2cn(C(C)=O)c3ccccc23)[C@H]1CCCO,-13,21,15,25,6,8,29,4
Cc1cccc(C)c1NC(=O)CSc1nnc(-c2ccco2)c(-c2ccco2)n1,14,-10,17,-14,18,-1,4,-1
C[C@H](NC(=O)OC(C)(C)C)c1nnc(SCC(=O)Nc2ccc(Br)cc2)o1,2,7,-3,4,3,0,1,-3
O=C(c1c(F)cccc1Cl)N1CCN(c2ccccn2)CC1,-6,17,-3,6,-3,2,-9,-4
COc1ccc(NC(C)=O)cc1NC(=O)C1CCCN1C(=O)c1cccs1 (centres undefined),-8,12,-6,0,-5,-5,3,3
COc1cccc(Nc2ncccc2C(=O)NCc2ccccc2)c1,-3,.,-11,.,18,-16,6,.
O=C(Oc1ccccc1OC(=O)N1CCOCC1)N1CCOCC1,-16,2,-2,9,-7,-9,-7,-2
CCOC(=O)C(NCc1ccccc1OC)(NC(=O)c1ccccc1)C(F)(F)F (centres undefined),-14,-1,-3,6,21,12,0,1
Nc1ccccc1-c1nnc(SCC(=O)Nc2ccccc2OC(F)F)[nH]c1=O,-12,9,5,12,13,1,0,-5
Cc1cccc(NC(=O)CSc2nnc(-c3cc(C)n(-c4ccccc4)c3C)o2)c1C,41*,0,23,4,6,-3,-2,-6
COc1cccc(N=NC2C(=O)N(C(N)=S)N=C2C)c1 (centres undefined),9,8,0,-13,22,8,-11,-1
# Next part:
SMILES,ATG4B inhibitor,APJ antagonist,Gli-Sufu antag,UBC13 polyUb,CCR6 antagonist,CXCR6 block,EBI2 antag,APJ ag
O=C(C[n+]1cc(-c2ccc(F)cc2)n2c1CCC2)OCc1ccccc1,-5,18,-2,-5,-4,2,-7,-2
CC(C)C[C@@]12C(=O)N(c3cccc(F)c3)C(=O)N1[C@H](c1ccc(Br)cc1)[C@@H]1C(=O)N(C(C)(C)C)C(=O)[C@@H]12,-7,-13,2,5,15,-3,10,-1
CCOc1ccccc1NC(=O)CSc1nc(=O)n(CCCN2CCOCC2)c2c1CCCC2,-8,16,12,10,10,-6,-1,0
Cn1c(-c2ccsc2)c(-c2cccs2)c2cc(-c3ccc4cc[nH]c4c3)ccc21,3,9,4,7,6,-2,8,2
CN(C)c1ccc(-c2ccc3c(=O)c4ccccc4n(C)c3c2)cn1,-23,-81,-25,35,6,-17,-9,8
O=C(COc1ccccc1Cl)NC(=S)Nc1cccc(NC(=O)c2ccccc2Cl)c1,8,13,-4,4,24,16,2,-2
O=C1c2ccccc2C(=O)N1CCCSc1nc2ccccc2o1,16,12,-20,2,1,5,3,2
CCOC(=O)c1c[nH]n(-c2ccccc2)c1=O,-6,-1,4,0,-1,-9,0,0
COc1ccc(CCN=C(N)NS(=O)(=O)c2ccc(F)cc2)cc1OC,-3,10,-3,6,3,-4,-4,0
COc1cc(C(=O)N2CCN(C(=O)C3COc4ccccc4O3)CC2)cc(OC)c1OC (centres undefined),-2,1,2,-3,8,10,-2,-1
CC(C)[C@H](NS(=O)(=O)c1ccccc1)C(=O)OCC(=O)NC(=O)NC1CCCCC1,-3,-5,1,14,11,5,6,-1
CC1CN(Cc2nc3c(c(=O)n(C)c(=O)n3C)n2CC(O)CO)CC(C)O1 (centres undefined),4,3,3,12,-20,13,0,-1
CCc1nnc(N/N=C/c2c(Cl)cccc2Cl)n1N,4,-17,2,4,-12,-14,-9,1
Cc1cccc(OCc2nc(-c3ccc(Br)o3)no2)c1,-1,-9,-13,-4,15,9,0,-5
CC(C)CCN(Cc1ccco1)S(=O)(=O)c1ccc(-c2ccc(=O)[nH]n2)s1,5,0,-11,-7,8,-2,-2,1
O=C(CNS(=O)(=O)/C=C/c1ccccc1)OC1CCOC1=O (centres undefined),11,-36,5,-2,-5,-2,-15,0
COc1ccc(C2OC(=O)c3ccccc3S2)cc1 (centres undefined),54*,-2,1,-11,17,1,8,-6
Cc1ccc(OC(C)C(=O)N2CC(=O)Nc3ccccc32)cc1 (centres undefined),14,14,27,0,22,-7,3,-2
CC(C)NC(=O)COC(=O)C1CSC2(c3ccc(Br)cc3)CCC(=O)N12 (centres undefined),-13,3,3,7,8,4,-7,-2
CC(C)Cc1nnc(NC(=O)CCS(=O)(=O)c2ccc(Cl)cc2)s1,5,1,7,-3,0,-4,7,8

# Full records, looked up by structure:
# `CC(C)CCN(Cc1ccco1)S(=O)(=O)c1ccc(-c2ccc(=O)[nH]n2)s1` across the screens: ATG4B inhibitor: 5; APJ antagonist: 0; Gli-Sufu antag: -11; UBC13 polyUb: -7; CCR6 antagonist: 8; CXCR6 block: -2; EBI2 antag: -2; APJ ag: 1
# `CC(C)[C@H](NS(=O)(=O)c1ccccc1)C(=O)OCC(=O)NC(=O)NC1CCCCC1` across the screens: ATG4B inhibitor: -3; APJ antagonist: -5; Gli-Sufu antag: 1; UBC13 polyUb: 14; CCR6 antagonist: 11; CXCR6 block: 5; EBI2 antag: 6; APJ ag: -1

# Continued:
SMILES,ATG4B inhibitor,APJ antagonist,Gli-Sufu antag,UBC13 polyUb,CCR6 antagonist,CXCR6 block,EBI2 antag,APJ ag
CCOC(=O)c1cn(C2CC2)c2c(F)c(F)c(F)cc2c1=O,2,-21,1,-8,-5,3,-6,-2
Nc1ccc(S(=O)(=O)N2CCC(Cc3ccccc3)CC2)cc1,-4,-20,-3,1,6,4,0,0
O=C(NCCCn1ccnc1)/C(=C\c1ccccc1Cl)NC(=O)c1ccccc1,4,-17,-5,-4,5,0,-4,-3
CCOc1ccc(NC(=O)C(C)Sc2nnnn2C)cc1 (centres undefined),-5,7,-6,2,-16,-2,-6,-1
c1coc(CNc2nc3sc4c(c3c3ncnn23)CCCC4)c1,8,-6,6,1,14,-15,28,-3
Cc1cc(C)n(CCOC(=O)c2sc3ccccc3c2Cl)n1,-3,16,-2,-5,1,-3,11,-9
CC(C)(CNS(C)(=O)=O)SCc1ccc(Cl)cc1,2,13,-1,-8,2,-1,1,-2
O=C(Nc1ccccc1N1CCOCC1)c1cc(=O)[nH]c2ccccc12,-6,17,3,1,-14,-3,-4,0
Cc1ccc(C)c(NC(=O)C2CCN(C(=O)c3cccs3)CC2)c1,1,-22,-22,-1,3,-1,-5,0
COc1ccc(S(=O)(=O)N2CCCCC2)cc1-n1cnnn1,6,-8,3,1,4,-4,-1,-3
Cc1cc(=O)n(C)c(=O)n1CCCCCCOc1cccc([N+](=O)[O-])c1,-3,7,16,6,24,-9,-1,-2
